Bioassay records (PubChem)
CHRM5 PAM: potentiates acetylcholine response at human M5 receptor | P08912 | CHO-K1 hM5, Fluo-8 calcium, ACh EC20 PAM; 0% = ACh EC20, 100% = ACh EC100 | activation, % at 3 µM | 0.3% of 360,000 active | AID 624038;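 active = activation above the run cutoff, the mean activation of all test compounds plus 3 SD, cut at about 18% in these data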
Target sequence (P08912 whole entry, looked up): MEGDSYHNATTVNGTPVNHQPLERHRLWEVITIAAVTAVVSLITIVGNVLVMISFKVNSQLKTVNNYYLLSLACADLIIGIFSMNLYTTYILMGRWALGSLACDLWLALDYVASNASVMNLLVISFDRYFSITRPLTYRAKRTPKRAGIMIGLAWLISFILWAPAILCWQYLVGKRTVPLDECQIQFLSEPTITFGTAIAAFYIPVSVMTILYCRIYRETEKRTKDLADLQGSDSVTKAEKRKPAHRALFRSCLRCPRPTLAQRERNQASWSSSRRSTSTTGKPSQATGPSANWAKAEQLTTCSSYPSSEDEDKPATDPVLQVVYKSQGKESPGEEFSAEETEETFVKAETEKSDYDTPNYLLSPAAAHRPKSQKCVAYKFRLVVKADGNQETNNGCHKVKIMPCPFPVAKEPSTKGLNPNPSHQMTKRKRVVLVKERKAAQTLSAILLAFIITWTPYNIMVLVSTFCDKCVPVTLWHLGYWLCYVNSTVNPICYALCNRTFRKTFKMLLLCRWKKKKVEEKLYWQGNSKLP
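Probe or stimulus: acetylcholine, EC20 level; Assay system: human M5 receptor in CHO-K1 cells; Schedule: compound preincubation 140 s before EC20 acetylcholine addition; Technique: intracellular calcium via Fluo-8 fluorescence; Dosing: single-point, 3 µM nominal; Read-out basis: percent activation from peak-over-basal fluorescence ratio, scaled EC20-to-EC100 acetylcholine; Repeats: one well per compound, no replicates.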
CRFBP-R2 block: blocks CRF-induced signaling of the CRF-BP/CRF-R2 complex; 0.59% of 350,000 active; inhibition, % at 11.8 µM; HEK293 CRF-R2/CRF-BP, CRF-induced calcium fluorescence; AID 588475;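 active = inhibition of the ligand-induced calcium signal above about 50% at the single tested concentration, limit read from the data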
CHRM1 PAM: human CHRM1 positive allosteric modulation; activation, % at 3 µM; AID 588819; P11229; 0.088% of 360,000 active; CHO-K1 hM1, Fluo-8 calcium fluorescence, ACh EC20; 0% = ACh EC20, 100% = maximal ACh; in the data active = activation above about 19%, passing the limit was not always enough
M5 antag: antagonists of human muscarinic M5 receptor (CHRM5); 0.59% of 360,000 active; P08912; CHO-hM5 cells, Fluo-8 calcium fluorescence, ACh EC80; AID 624040; inhibition, % at 3 µM;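 active = inhibition above a per-plate cutoff, the mean of that plate's test compounds plus 3 SD, cut at about 27% in these data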;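 also: 0% = acetylcholine EC80 with DMSO and 100% = DMSO without agonist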
CHRM4 PAM: CHRM4 positive allosteric modulation. P08173. CHO-K1 hM4/Gqi5, Fluo-8 calcium fluorescence, ACh EC20; 0% = ACh EC20, 100% = maximal ACh. activation, % at 3 µM. 0.4% of 360,000 active. AID 624126;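 active = activation above its plate's cutoff, the mean activation of sample wells plus 3 SD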; also: some results filed as inactive read as strong as hits
Target sequence (P08173 whole entry, looked up): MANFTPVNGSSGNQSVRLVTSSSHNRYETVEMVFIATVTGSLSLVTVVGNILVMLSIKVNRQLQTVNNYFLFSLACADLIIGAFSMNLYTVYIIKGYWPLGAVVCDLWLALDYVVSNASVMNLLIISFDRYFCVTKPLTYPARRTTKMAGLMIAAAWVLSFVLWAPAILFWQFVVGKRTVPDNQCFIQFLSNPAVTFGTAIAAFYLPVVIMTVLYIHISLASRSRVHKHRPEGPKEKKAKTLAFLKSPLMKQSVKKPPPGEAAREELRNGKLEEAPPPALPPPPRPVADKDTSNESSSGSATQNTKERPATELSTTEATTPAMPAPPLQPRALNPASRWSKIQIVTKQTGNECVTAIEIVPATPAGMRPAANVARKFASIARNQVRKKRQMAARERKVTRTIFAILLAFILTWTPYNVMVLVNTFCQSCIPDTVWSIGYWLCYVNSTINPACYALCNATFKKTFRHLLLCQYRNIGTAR
CHRM5 agonist: CHRM5 agonism in calcium assay; 0.19% of 360,000 active; activation, % at 3 µM; CHO-K1 hM5 cells, Fluo-8 calcium fluorescence; 0% DMSO wells, 100% maximal acetylcholine response; P08912;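 active = activation above the run's mean over test compounds plus 3 SD, cut at about 23% in these data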;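 also: signal is peak over basal fluorescence ratio across the kinetic read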
CHRM4 agonist: agonists of human muscarinic M4 receptor (CHRM4); P08173; CHO-K1 hM4/Gqi5, Fluo-8 calcium fluorescence; vehicle 0%, full acetylcholine response 100%; activation, % at 3 µM; 0.14% of 360,000 active;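 active = activation above the run mean over all test wells plus 3 SD, cut at about 32% in these data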;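 also: peak over basal fluorescence ratio per well then scaled between controls; 0% = DMSO wells and 100% = acetylcholine at EC100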
CRFR2-BP ag: agonists of human CRF-binding protein/CRF-R2 receptor complex | HEK293 CRF-R2/CRF-BP, calcium dye fluorescence (FLIPR); percent of saturating CRF peptide response | activation, % at 13.2 µM | 0.46% of 350,000 active | AID 588473;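 active = activation of at least 50%, plus an integration ratio under a set limit after plate pattern correction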;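 also: plate controls were neutral control wells without compound for no effect and CRF at EC100 for full effect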
CHRM4 antagonist: antagonists of human muscarinic M4 receptor (CHRM4); AID 624125; 0.73% of 360,000 active; P08173; inhibition, % at 3 µM; CHO-hM4 cells, ACh EC80, Fluo-8 calcium fluorescence;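 active = inhibition above its plate's cutoff, the mean inhibition of sample wells plus 3 SD, cut at about 27% in these data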;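 also: 0% = acetylcholine EC80 with DMSO and 100% = DMSO without agonist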
Active calls of the source: *; x = not tested or not shown.

SMILES	CHRM5 PAM	CRFBP-R2 block	CHRM1 PAM	M5 antag	CHRM4 PAM	CHRM5 agonist	CHRM4 agonist	CRFR2-BP ag	CHRM4 antagonist
O=C(CSc1nc(Nc2ccccc2)nc(N2CCOCC2)n1)NC1CCCCC1	-6.0	-25.8	5.0	13.2	14.3	-1.5	1.4	-1.5	-6.5
CC(=O)c1sc2nc(CSc3nncn3C)[nH]c(=O)c2c1C	0.9	-9.2	1.7	9.2	-1.5	-1.8	0.4	-0.4	1.0
Cc1nc(N/N=C/c2cccc(F)c2)cc(N2CCOCC2)n1	2.3	-16.2	4.6	8.3	-5.9	-2.9	1.9	-1.5	1.7
CN(C)C(=O)c1ccc(NC(=O)c2cc(-c3ccco3)nc3ccccc23)cc1	-5.8	-1.4	-0.7	4.1	-9.2	9.5	13.4	2.7	9.9
COc1cc(/C=N/N(c2ccccc2)c2ccccc2)ccc1O	-4.5	11.1	18.9	2.4	1.1	2.1	-1.5	-1.5	-0.9
C=CCn1c(N)c(C(=O)Nc2ccc(C)cc2)sc1=S	-3.8	-28.7	4.6	3.9	-2.3	-2.6	-0.3	-0.4	-7.5
C=CCNC(=S)N(C1CCCCC1)C1CCCCC1	0.5	-6.8	-5.4	9.1	4.4	1.7	1.0	4.5	-0.3
Cc1ccc(NC(=O)N2CCCCCC2)c(C)c1	0.6	-0.5	5.2	-4.5	2.4	-4.8	0.2	-0.7	-1.4
CCOC(=O)C1=CN(Cc2cccc(F)c2)S(=O)(=O)N(CC)C1c1ccc(C(F)(F)F)cc1 (stereo unspecified)	-4.5	17.8	-9.7	0.1	-6.5	0.3	1.6	4.0	-7.1
CCNc1nc(NC(C)C)nc(Oc2ccc(OCCOc3ccccc3)nn2)n1	-1.0	-6.4	9.1	-4.5	13.3	1.6	1.4	0.7	-4.6
Clc1nc(CN2CCCCC2)nc2sc3c(c12)CCC3	3.4	-17.0	-3.0	7.0	-8.6	2.0	1.4	-1.2	-2.7
Cc1cccc(NC(=O)CN2C(=O)N/C(=C/c3ccc(-c4cccc(C(=O)O)c4C)o3)C2=O)c1	-6.4	-4.9	-2.4	0.8	-2.3	-0.8	0.3	-0.2	4.5
CC1(C(=O)NS(=O)(=O)c2cccc(OC(F)F)c2)CCN1C(=O)C/C=C/c1ccccc1 (stereo unspecified)	4.4	x	2.9	-1.4	2.7	-0.3	0.3	x	5.2
O=C(NCc1ccccc1)C1C(=O)Nc2ccccc2C(=O)N1c1ccc2c(c1)OCCO2 (stereo unspecified)	-1.2	x	x	2.6	17.5	-1.7	2.2	x	-4.5
CC1Cc2ccccc2N1S(=O)(=O)c1cccc(C(=O)NCc2ccco2)c1 (stereo unspecified)	-6.9	6.6	5.8	21.1	-0.2	-7.5	2.8	0.5	-7.1
CCCn1c(SCC(=O)Nc2nonc2C)nnc1-c1ccoc1C	0.3	-13.2	6.2	0.2	-3.6	-2.8	0.9	2.8	4.2
COc1ccc2c(c1)c(=O)cc(-c1ccccc1)n2C	13.3	-0.6	10.7	-4.8	9.5	-7.7	0.0	-1.4	9.1
O=C(CCc1nnc(CCCCc2ccccc2)o1)NCc1cccc(F)c1	0.8	9.8	10.9	3.2	-2.2	-0.5	0.7	1.5	-4.5
CN(C)c1ccc(-c2csc(C(O)c3cccc(Cl)c3)n2)cc1 (stereo unspecified)	-20.8	x	-24.4	18.7	-12.9	7.4	47.4*	x	16.8
COCCOCCn1cnc2ccccc21	1.7	11.0	8.2	-3.6	12.3	0.1	0.6	0.2	9.3
CCCn1c(SC(C)C(=O)N2CCOCC2)nc2ccc(Br)cc2c1=O (stereo unspecified)	0.5	6.7	5.8	6.5	-0.8	-1.2	1.1	-0.2	-1.7
Cc1cccc(-n2ncc3c2CCCC3NC(=O)C2CCOCC2)c1C (stereo unspecified)	3.3	5.8	0.9	-1.4	6.3	0.0	8.3	-0.1	-8.3
O=[N+]([O-])c1ccc(/C=N/Nc2cc(Cl)nc(-c3ccccc3)n2)cc1	-2.0	-6.9	-6.2	2.4	4.5	-2.6	0.0	0.9	7.3
Cc1cccc(N2CCN(C(=O)COc3cc(=O)n(C)c4ccccc34)CC2)c1C	-9.7	12.6	2.0	4.6	-2.2	0.9	7.6	-0.7	-10.8

Reformatted with values ahead of the structure: four of the compounds above
CHRM5 PAM,CRFBP-R2 block,CHRM1 PAM,M5 antag,CHRM4 PAM,CHRM5 agonist,CHRM4 agonist,CRFR2-BP ag,CHRM4 antagonist,canonical_smiles
4.4,x,2.9,-1.4,2.7,-0.3,0.3,x,5.2,CC1(C(=O)NS(=O)(=O)c2cccc(OC(F)F)c2)CCN1C(=O)C/C=C/c1ccccc1 (stereo unspecified)
-1.2,x,x,2.6,17.5,-1.7,2.2,x,-4.5,O=C(NCc1ccccc1)C1C(=O)Nc2ccccc2C(=O)N1c1ccc2c(c1)OCCO2 (stereo unspecified)
-6.9,6.6,5.8,21.1,-0.2,-7.5,2.8,0.5,-7.1,CC1Cc2ccccc2N1S(=O)(=O)c1cccc(C(=O)NCc2ccco2)c1 (stereo unspecified)
0.3,-13.2,6.2,0.2,-3.6,-2.8,0.9,2.8,4.2,CCCn1c(SCC(=O)Nc2nonc2C)nnc1-c1ccoc1C

Continuation.
SMILES	CHRM5 PAM	CRFBP-R2 block	CHRM1 PAM	M5 antag	CHRM4 PAM	CHRM5 agonist	CHRM4 agonist	CRFR2-BP ag	CHRM4 antagonist
Clc1ccc(-c2c[n+](Cc3cccc(Cl)c3)c3n2CCC3)cc1	-5.6	-1.8	-10.7	4.2	-7.6	-8.5	0.3	-1.2	7.5
COc1ccc(NC(=O)COC(=O)C(NC(=O)c2ccc(C)cc2)C(C)C)cn1 (stereo unspecified)	2.5	-7.7	-2.3	-1.4	0.0	2.3	5.5	-0.3	7.5
COc1ccc(CCNC(=O)CN2c3cccc4cccc(c34)S2(=O)=O)cc1OC	-1.8	-15.5	11.2	-7.3	8.6	0.3	3.9	0.1	-22.2
CCOC(=O)N[C@H](Cc1c[nH]c2ccccc12)C(=O)NC1CC1	10.4	-4.2	4.1	-6.0	-3.8	1.0	0.2	0.2	0.4
Cc1c(NC(=O)CSc2nncn2-c2ccccc2)c(=O)n(-c2ccccc2)n1C	-2.6	16.3	16.1	7.3	18.8	0.8	0.2	-2.9	-12.4
c1cn(-c2ccc(-c3ccnc4ncnn34)cc2)cn1	2.8	-9.4	11.1	6.5	2.8	-0.8	1.0	-0.5	4.8
CSc1ccc(/C=N\Nc2nncn2N)cc1	0.4	30.7	6.8	-0.5	-2.2	-5.9	1.0	-0.5	3.8
CCOc1ccccc1N1CCN(C(=O)C2=CC=CN3CCS(=O)(=O)N=C23)CC1	0.5	6.7	-1.3	7.5	2.0	-0.5	0.9	0.2	0.4
Cc1ccccc1OCCC(=O)Nc1ccccc1C(=O)N1CCCCC1	0.6	10.2	10.7	6.6	7.4	-3.5	2.1	-1.3	4.4
CCCCN(C=O)c1c(CC)nc2c(OCc3ccc(Cl)cc3)cccn12	-6.5	x	-9.5	7.4	-7.2	-3.3	1.4	x	8.9
COc1ccccc1C(=O)N1CCN(Cc2c[nH]c3ccccc23)CC1	-2.0	2.3	4.6	2.5	0.7	-5.3	3.1	-1.0	5.5
CSc1ccc(S(=O)(=O)N2CCC(C(=O)NCC3CCCO3)CC2)cc1 (stereo unspecified)	2.7	-0.3	5.9	-5.0	-1.5	-1.9	1.0	-0.8	-13.3
Cc1cc(NC(=O)Nc2ccc(OCc3ccccc3)cc2)n(C)n1	-2.9	20.8	1.3	0.4	-2.3	-3.9	2.4	-0.2	5.6
CC(=O)Nc1ccc(NC(=O)CSc2nnc(C)n2-c2ccccc2)cc1	0.6	1.2	-2.6	-1.1	8.3	1.0	0.2	-0.2	-8.1
CS(=O)(=O)N(CC(=O)NCc1ccccc1Cl)c1cccc([N+](=O)[O-])c1	-3.8	0.2	-6.3	2.2	-2.1	-5.1	1.4	-0.9	13.8
CCCOC(=O)CC1C(=O)NCCN1C(=O)OC(C)(C)C (stereo unspecified)	-0.7	-9.8	-0.5	5.5	3.9	0.2	0.5	9.2	1.4
Cc1ccc(C(CC(=O)O)Nc2nc(N3CCCCC3)nc(N3CCCCC3)n2)cc1 (stereo unspecified)	0.6	0.9	3.9	7.0	0.5	-3.0	-0.7	0.5	4.1
COC(=O)C12CCC3(SCCS3)C(C(=O)OC)(CCC13SCCS3)C2	-6.7	-18.0	7.5	3.7	-4.2	-0.1	0.5	-0.8	8.1
COc1ccc(Cl)cc1S(=O)(=O)N1CCN(C(=O)c2n[nH]c(=O)c3ccccc23)CC1	6.5	-0.5	-2.2	13.7	-1.2	0.3	3.5	-2.8	0.0
CCc1ccc(N2CCN(C(=O)c3ccc(OC)c(OC)c3)CC2)cc1	-3.5	3.5	3.0	-1.5	8.9	4.0	9.5	-0.8	-16.8
COc1ccc(/C=C(/NC(=O)c2ccc(OC)cc2)C(=O)NCCc2c[nH]c3ccccc23)cc1	-4.3	13.0	8.3	13.4	0.0	0.6	1.2	-1.6	6.9
CNc1ccc(-c2cccc(CO)c2)cn1	-1.6	x	-4.2	8.9	-2.3	0.6	1.6	x	-0.1
O=C1CCCCN1CC(=O)N1CCCC(Nc2ccc(F)c(F)c2)C1 (stereo unspecified)	-7.0	3.0	-1.5	11.7	2.9	-6.7	1.0	-0.5	-3.7
COC(=O)/C=C1\N/C(=N\c2nc(C)cc(C)n2)N(c2ccc(C)c(C)c2)C1=O	1.7	-5.4	10.0	-2.0	4.3	1.4	1.3	-0.8	-10.1
C=CC(=O)Nc1cccc(Oc2ncnc3[nH]cc(-c4cnc5ccccc5c4)c23)c1	1.1	4.6	8.6	1.4	6.8	2.0	1.9	0.2	2.6
Cc1cccnc1CN1CCN(C(=O)CCc2nnc(CCc3ccccc3)o2)CC1	-3.0	3.3	5.6	8.5	1.2	1.2	2.0	-2.0	-4.2
O=C(Cn1c(=O)c2sccc2n(Cc2cccc([N+](=O)[O-])c2)c1=O)NCCc1ccccc1	-6.9	7.4	-6.3	3.6	-8.0	-0.3	2.1	-2.1	1.3
COCCCNC(=S)N1CCN(C(=O)c2ccco2)CC1	-2.5	0.2	4.9	8.1	-2.6	-2.0	0.2	-1.0	3.0
Cc1ccc2nc(N3CCOCC3)c(C=O)cc2c1	-2.2	-0.3	6.7	9.1	-2.8	-3.7	0.0	1.7	-1.7
Cn1cnnc1SCC(=O)Nc1cccc(S(=O)(=O)N2CCCCCC2)c1	5.7	0.7	6.7	-4.1	-7.3	1.8	0.9	-0.8	-8.8
COc1ccc(/C=C2\C(=O)N(c3c(Cl)cc(Cl)cc3Cl)N=C2NC(=O)c2cccc([N+](=O)[O-])c2)cc1	4.0	19.3	4.3	-4.8	-5.1	1.1	0.2	-1.0	-6.3
O=C(c1cnc2n(c1=O)CCS2)N1CCN(c2ccccc2F)CC1	-0.5	0.6	6.2	-4.6	5.0	1.7	0.6	-0.1	-8.8
COCCNC(=O)COc1cc(=O)n(C)c2ccccc12	1.1	-21.5	-0.9	4.9	7.1	-0.4	0.8	0.5	4.3
COc1ccc(-c2cc(=O)oc(-c3cccc(C)c3)n2)cc1	-0.7	-10.4	5.5	7.0	-2.6	-4.9	0.4	3.4	-0.3
O=C1CC(c2cccs2)Cc2nc(NCC3CCCO3)ncc21 (stereo unspecified)	2.8	1.6	11.5	-3.2	0.0	-4.9	1.8	0.1	2.3
Cn1c(=O)[nH]c(=O)c2c1nc([N+](=O)[O-])n2Cc1ccccc1	3.8	-23.0	3.4	1.5	40.6*	7.0	1.3	-0.8	-24.1

Outcome played no part in choosing rows; overall some 2.6% were active at least once.
